D1 PAM – potentiators of human D1 dopamine receptor | P21728 | HEK293 TREx D1 cells, calcium flux, dopamine EC20 potentiation | potentiation, % at 10 µM | 360,000 compounds, 0.036% hits; in the data active = potentiation above about 30%; note: 0% is about no effect
Target sequence (P21728 whole entry, looked up): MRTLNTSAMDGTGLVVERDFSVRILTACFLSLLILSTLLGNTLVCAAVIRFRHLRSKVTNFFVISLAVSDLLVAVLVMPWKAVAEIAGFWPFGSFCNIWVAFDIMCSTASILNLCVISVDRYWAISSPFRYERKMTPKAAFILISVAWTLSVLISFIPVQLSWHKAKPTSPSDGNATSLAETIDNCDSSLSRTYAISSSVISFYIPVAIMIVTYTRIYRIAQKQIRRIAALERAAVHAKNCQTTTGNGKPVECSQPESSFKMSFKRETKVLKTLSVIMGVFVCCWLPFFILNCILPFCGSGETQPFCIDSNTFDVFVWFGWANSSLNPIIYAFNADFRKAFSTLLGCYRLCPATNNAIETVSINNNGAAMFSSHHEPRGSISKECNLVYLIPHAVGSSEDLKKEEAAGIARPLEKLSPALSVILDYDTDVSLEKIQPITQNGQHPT
GRP78 ERSR act – inducers of ER stress response in human glioma cells | U87-MG GRP78 promoter luciferase reporter, 16 h | Potency, µM, for inactives: at the top dose activation, usual class: activators | 420,000 compounds, 0.02% hits | AID 602332; note: potency is the fitted concentration of half-maximal effect; series mostly up to about 76 µM; % of control where 0% means no effect; nearly all actives have a fitted effect of over 35% in size
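ERSR induction read as luciferase luminescence (Bright-Glo, 10 min at room temperature) in stably transfected human U87-MG glioma cells exposed to compounds for 16 h, using GRP78 as sensor.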
Vif-A3G inh – inhibitors of Vif-APOBEC3G interaction. Q9HC16. HeLa A3G-eYFP + Vif (tagged APOBEC3G with the HIV-1 protein that degrades it), YFP fluorescence, overnight. 410,000 compounds, 0.076% hits. Potency, µM (doses to about 46.1 µM), for the others: at the top dose activity, negative = active, actives largely listed as inhibitors;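 note: potency is the fitted concentration of half-maximal effect; % is set by controls: 0 for no effect and ±100 for the full control effect; nearly all actives have a fitted effect of over 60% in size; hits raise eYFP signal because A3G escapes Vif-driven loss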
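HeLa cells stably expressing Vif and C-terminally eYFP-tagged A3G, seeded overnight at 37 deg C, then exposed to compound by pintool overnight at 37 deg C. Rise in yellow fluorescence (Ex 488/Em 500-530, Acumen) marks blocked Vif-driven A3G degradation.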
Vif-APOBEC3F blk – inhibitors of Vif-A3F interaction; HeLa A3F-eYFP + Vif (tagged APOBEC3F with the HIV-1 protein that degrades it), YFP fluorescence increase; Potency, µM (top dose mostly 46.1 µM), without a hit: at the top dose activity, negative = active; 390,000 compounds, 0.2% hits; AID 602313; note: potency is the fitted concentration of half-maximal effect; % of control where 0% means no effect; nearly all actives have a fitted effect of over 65% in size
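HeLa cells stably expressing A3F-eYFP plus Vif, plated and incubated overnight at 37 deg C, then exposed to compounds overnight at 37 deg C. Blocked degradation read as raised yellow fluorescence (Ex 488/Em 500-530).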
D1 ag – human D1 receptor agonism | HEK293 T-REx D1 cells, calcium flux, agonist mode | 360,000 compounds, 1% hits | activation, % at 2 µM | P21728; in the data active = activation above about 30%; note: 0% is about no effect
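Agonism was scored from calcium flux recorded over 180 s (1 read/s) after pintool compound addition, following a 10-cycle baseline. Cells were inducible force-coupled HEK293 TREx D1, plated overnight at 30 C and loaded with no-wash calcium dye.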
RXFP1 agonist – agonists of human relaxin receptor RXFP1; HEK293T-RXFP1 cAMP TR-FRET, 30 min; response scale: percent of porcine relaxin response, buffer zero; Q9HBX9; AID 2676; 370,000 compounds, 0.3% hits; Potency, µM (titrated, usually from 57.5 µM), for the others: at the top dose activation, most hits filed as activators; note: potency is the fitted concentration of half-maximal effect; % is set by controls: 0 for no effect and ±100 for the full control effect; nearly all actives have a fitted effect of over 60% in size; many of its hits are not listed in these tables
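HEK293T cells stably expressing RXFP1 were pretreated with the PDE4 inhibitor Ro 20174, exposed to compounds for 30 min at 37C, lysed, and cAMP was read by TR-FRET. Data normalized to buffer (basal) and 29 nM porcine relaxin (100%).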
LDHA block – LDHA (human) enzyme inhibition. P00338. purified LDHA, NADH/diaphorase-resazurin fluorescence; active compounds read low. activity change, % (values are at about 110 or 230 µM). 480,000 compounds, 0.15% hits. AID 1347041; in the data active = activity change below about -30%; inconclusive = mostly about -25% to -30%;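 note: plate controls were DMSO wells for no effect and wells without enzyme for full effect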
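Human LDH5 (2 nM) was incubated with 0.06 mM NADH and 0.2 mM pyruvate for 5 min at room temperature in Tris pH 7.4. Remaining NADH was coupled through diaphorase/resazurin, and resorufin fluorescence was read at 0 and 20 min.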
D2 PAM – positive allosteric modulators of human D2 dopamine receptor. P14416. HEK293 T-REx D2, calcium flux, EC20 dopamine potentiation. potentiation, % at 10 µM. 340,000 compounds, 0.34% hits. AID 485347;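 active = potentiation over 3 SD above the plate norm, cut at about 30% in these data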; note: 0% is about no effect
Target sequence (P14416 whole entry, looked up): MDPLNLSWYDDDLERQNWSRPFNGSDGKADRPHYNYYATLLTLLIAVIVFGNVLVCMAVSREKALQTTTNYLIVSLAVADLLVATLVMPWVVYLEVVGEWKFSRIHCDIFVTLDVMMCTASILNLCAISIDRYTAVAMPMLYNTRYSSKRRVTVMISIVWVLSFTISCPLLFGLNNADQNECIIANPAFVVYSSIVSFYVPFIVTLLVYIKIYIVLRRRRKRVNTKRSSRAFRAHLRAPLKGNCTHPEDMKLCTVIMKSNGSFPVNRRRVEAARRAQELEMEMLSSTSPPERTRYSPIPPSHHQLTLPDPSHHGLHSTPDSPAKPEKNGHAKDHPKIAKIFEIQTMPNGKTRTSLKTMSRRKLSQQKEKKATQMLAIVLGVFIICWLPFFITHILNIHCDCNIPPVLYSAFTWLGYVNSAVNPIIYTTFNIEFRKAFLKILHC
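Cells plated with tetracycline inducer and held overnight at 30 C; calcium dye loaded 30–90 min at room temperature; baseline taken, compound added and read 180 s; EC20 dopamine then added and read 180 s.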
D1 antagonist – blocks dopamine activation of the human D1 receptor; P21728; HEK293 TREx D1 cells, calcium flux, dopamine EC80; active compounds read low; activity change, negative = inhibition, % at 10 µM; 360,000 compounds, 3.2% hits; in the data active = activity change below about -30%; note: % is set by controls: 0 for no effect and ±100 for the full control effect
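Cells carrying a force-coupled, tetracycline-inducible human D1 receptor report calcium flux. Each well gets a 10 s baseline, compound with 180 s monitoring, then an EC80 dopamine stimulus with a second 180 s kinetic read.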
Numbers without * were called inactive; ? = inconclusive; · = no result given; & = joins results of further samples. Unless noted, calls come from the whole dose curve; as a rule, active = well fitted curve in the direction sought with a large enough effect; inconclusive = small, poorly fitted or top-dose-only effect, or another doubt; inactive = no such curve, though single readings can be large; an effect the other way counts as inactive or inconclusive.

SMILES	D1 PAM	GRP78 ERSR act	Vif-A3G inh	Vif-APOBEC3F blk	D1 ag	RXFP1 agonist	LDHA block	D2 PAM	D1 antagonist
C=CCc1cc(Cl)ccc1OCCCNCCO	-2	-3%	1%	-9%	20	1.1%	-11	-19	-3
O=C(N/C(=C\c1ccc(Cl)cc1)C(=O)N1CCCCC1)c1ccco1	2	-5%	-15%	0%	3	-1.2%	-16	-17	-7
Cc1ccc(C)c(S(=O)(=O)C(C#N)c2nc3ccccc3nc2N2CC(C)OC(C)C2)c1 (centres undefined)	6	-1%	1%	2%	7	0.9%	-4	8	-2
O=C(O)COCC(=O)N1CCc2c([nH]c3ccccc23)C1C(F)(F)F (centres undefined)	-1	-4%	0%	5%	6	-5.1%	-2	6	4
O=C(CSc1ccccc1)Nc1ccc(S(=O)(=O)NCC2CCCO2)cc1 (centres undefined)	-1	-3%	0%	-6%	9	1.4%	-4	-6	5
O=C(O)Cc1csc(NC(=O)CSc2cccc(C(=O)O)n2)n1	1	-8%	-9%	5%	1	0.0%	-4	7	-14
COc1cccc(-c2ccc3ncnc(NCc4cccnc4)c3c2)c1	3	3%&-3%	-4%	8%	3	2.3%	0	·	9
O=C(CC1C(=O)NCCN1Cc1ccc(Cl)c(F)c1)NCC1CCOCC1 (centres undefined)	7	-3%	2%	7%	3	-3.6%	0	-1	-9
O=C(c1cccs1)N1CCC(C(=O)N2CCN(Cc3ccc4c(c3)OCO4)CC2)CC1	-9	-2%	3%	-2%	0	1.4%	1	-22	-4
CCSc1nnc(NC(=O)CSc2nnc(CNC(=O)c3ccc(OC)cc3)o2)s1	6	-4%	-2%	-19%	0	21%	-1	-1	3
O=C(c1ccco1)N1CCN(S(=O)(=O)c2cccs2)CC1	3	-3%	0%	-2%	0	-0.4%	-4	4	-9
N#C/C(C(=O)Oc1ccccc1)=C1/Nc2ccccc2-c2ccccc21	-12	-4%	0%	-10%	5	8.0%	-6	9	6
CCOC(=O)c1sc(NC(=O)C(C)Oc2ccc(OC)cc2)c(C(=O)OCC)c1C (centres undefined)	-3	-4%	3%	-2%	5	8.8%	-4	-4	20
CC(OC(=O)C1COc2ccccc2O1)C(=O)N(C)c1ccccc1 (centres undefined)	-1	-3%	-5%	-1%	5	1.0%	-6	0	-14
Cc1cc(-c2ccccc2)nc2cc(C(N)=O)nn12	0	-5%	-7%	0%	1	2.7%	-4	5	18
O=C(C1CCC(Cn2c(=O)c3sccc3n(Cc3cccc(F)c3)c2=O)CC1)N1CCCCC1 (centres undefined)	-5	-4%	-11%	0%	10	9.4%	-2	16	11
COc1ccc(CNC(=O)COC(=O)/C=C/c2cccc(Br)c2)cc1	-4	-1%	-4%	-17%	5	2.2%	0	3	4
O=C(C1=NN[C@@H]2C(=O)N(c3ccccc3C(F)(F)F)C(=O)[C@H]12)c1ccc2ccccc2n1	0	-3%	-28%	1%	3	-1.4%	-2	-6	10
COC(=O)NNC(=O)COc1cc(C)ccc1C	-5	-3%	2%	-10%	5	3.0%	1	-8	8
Cc1ccc(C2=NCCn3c2c2ccc(C(F)(F)F)cc2[n+]3[O-])cc1	-5	1%	2%	2%	-1	-0.4%	4	2	-14
CCN(c1ccccc1)S(=O)(=O)c1nnc(NC(=O)C(C)C)s1	-3	-9%	2%	0%	2	4.9%	-1	9	-6
CC(=O)Nc1ccc(NC(=O)c2ccc(C)c(S(=O)(=O)Nc3cccc(C)c3)c2)cc1	-5	-4%	-2%	-4%	6	0.8%	-2	11	9
c1ccc(-c2nc(-n3nc4ccccc4n3)nc3ccccc23)cc1	0	-4%	-9%	2%	3	2.8%	-4	10	3
O=C(Cc1ccc([N+](=O)[O-])cc1)NC(C(=O)O)C(O)c1cccc([N+](=O)[O-])c1 (centres undefined)	-6	-6%	5%	2%	4	0.8%	-8	·	-11
COC(=O)c1c(-c2ccc(C)cc2)csc1N	0	-1%	-10%	-7%	1	8.3%	11	-6	-6
COc1ccc(C(=O)COC(=O)CN2C(=O)C3C4C=CC(C4)C3C2=O)cc1 (centres undefined)	-2	-1%	0%	-1%	4	0.0%	5	-3	0
CC(OC(=O)c1cc(=O)[nH]c2ccccc12)C(=O)c1ccccc1 (centres undefined)	15	-2%	-3%	8%	2	0.3%	-7	20	17
O=C(Nc1ccc(O)cc1)c1cc2n(n1)C(C(F)(F)F)CC(c1ccco1)N2 (centres undefined)	-2	6%	?	·	13	0.1%	0	1	-15
CC(=O)Nc1ccc(C2=NNC(=NCC3CCCO3)SC2)cc1 (centres undefined)	1	-5%	-1%	6%	2	2.6%	-1	8	-14
CCc1ccc(NC(=O)C2CCN(S(=O)(=O)c3c(C)[nH]c(=O)[nH]c3=O)CC2)cc1	-7	-1%	-1%	0%	4	1.9%	-10	20	16
Cc1ccc(CNC(=O)C2CCC(=O)N(CCc3cccc(F)c3)C2)s1 (centres undefined)	-5	0%	0%	-7%	3	1.3%	-3	-4	-13
COC(=O)CNC(c1ccccc1Cl)c1cc(Br)ccc1NC(=O)CCN1CCOCC1 (centres undefined)	2	1%	-13%	-7%	1	-3.5%	-4	-3	-3
O=C(CSc1nnc(SCc2ccccc2)s1)N/N=C/c1ccc(C(=O)O)cc1	-8	-7%	-1%	1%	3	-0.1%	-18	22	-4
COc1ccc(C/C(N)=N/OC(=O)C(c2ccccc2)c2ccccc2)cc1OC	4	-1%	0%	-2%	15	-1.4%	-8	0	2
O=C(CSc1nc2c(c(=O)[nH]1)CCC2)Nc1ccccc1C(F)(F)F	-1	·	·	·	0	-3.7%	-11	-2	7
CC(C)c1ccc(N2C(=O)CC(NNC(=O)c3cccnc3)C2=O)cc1 (centres undefined)	1	-4%	0%	12%	2	-1.2%	4	4	-2
CCOC(=O)C1CCN(C(=O)CN(c2cc(Cl)ccc2OC)S(=O)(=O)c2ccccc2)CC1	0	0%	-2%	-11%	2	-3.0%	-4	10	6
COc1ccccc1NC(=O)Cn1c(=O)n(-c2ccccc2Cl)c(=O)c2sc3ccccc3c21	-2	-2%	3%	1%	2	-0.5%	-12	14	-1
CC(C)c1nc(SCC(=O)NC2CCCC2)c2c(=O)n(C)c(=O)n(C)c2n1	4	-7%	-7%	-4%	5	0.6%	-8	10	1
CC(C)=CCc1c2c(c3occ(-c4ccc(O)c(O)c4)c(=O)c3c1O)C=CC(C)(C)O2	·	-12%&-12%	-13%	1%	·	·	-2	·	·

Eleven successive records already listed, for reference:
SMILES	D1 PAM	GRP78 ERSR act	Vif-A3G inh	Vif-APOBEC3F blk	D1 ag	RXFP1 agonist	LDHA block	D2 PAM	D1 antagonist
CC(OC(=O)c1cc(=O)[nH]c2ccccc12)C(=O)c1ccccc1 (centres undefined)	15	-2%	-3%	8%	2	0.3%	-7	20	17
O=C(Nc1ccc(O)cc1)c1cc2n(n1)C(C(F)(F)F)CC(c1ccco1)N2 (centres undefined)	-2	6%	?	·	13	0.1%	0	1	-15
CC(=O)Nc1ccc(C2=NNC(=NCC3CCCO3)SC2)cc1 (centres undefined)	1	-5%	-1%	6%	2	2.6%	-1	8	-14
CCc1ccc(NC(=O)C2CCN(S(=O)(=O)c3c(C)[nH]c(=O)[nH]c3=O)CC2)cc1	-7	-1%	-1%	0%	4	1.9%	-10	20	16
Cc1ccc(CNC(=O)C2CCC(=O)N(CCc3cccc(F)c3)C2)s1 (centres undefined)	-5	0%	0%	-7%	3	1.3%	-3	-4	-13
COC(=O)CNC(c1ccccc1Cl)c1cc(Br)ccc1NC(=O)CCN1CCOCC1 (centres undefined)	2	1%	-13%	-7%	1	-3.5%	-4	-3	-3
O=C(CSc1nnc(SCc2ccccc2)s1)N/N=C/c1ccc(C(=O)O)cc1	-8	-7%	-1%	1%	3	-0.1%	-18	22	-4
COc1ccc(C/C(N)=N/OC(=O)C(c2ccccc2)c2ccccc2)cc1OC	4	-1%	0%	-2%	15	-1.4%	-8	0	2
O=C(CSc1nc2c(c(=O)[nH]1)CCC2)Nc1ccccc1C(F)(F)F	-1	·	·	·	0	-3.7%	-11	-2	7
CC(C)c1ccc(N2C(=O)CC(NNC(=O)c3cccnc3)C2=O)cc1 (centres undefined)	1	-4%	0%	12%	2	-1.2%	4	4	-2
CCOC(=O)C1CCN(C(=O)CN(c2cc(Cl)ccc2OC)S(=O)(=O)c2ccccc2)CC1	0	0%	-2%	-11%	2	-3.0%	-4	10	6

(continued)
SMILES	D1 PAM	GRP78 ERSR act	Vif-A3G inh	Vif-APOBEC3F blk	D1 ag	RXFP1 agonist	LDHA block	D2 PAM	D1 antagonist
CC(=O)Nc1ccc(C(=O)NN2C(=O)c3ccccc3C2=O)cc1	-8	-4%	0%	3%	1	0.3%	-6	0	-4
COc1ccc(-n2cc(-c3ccc4c(c3)OCO4)n(CC(=O)Nc3cccc(C)c3C)c2=O)c(OC)c1	1	-5%	-2%	0%	0	-3.2%	12	·	5
CC(=O)N1CCc2cc(S(=O)(=O)NCCC(=O)Nc3ccc4c(c3)OCCO4)ccc21	1	7%	3%	-16%	2	1.4%	-2	4	-5
C=CCN1C(=O)c2ccc(C(=O)N(C)CC(=O)Nc3ccccc3Br)cc2C1=O	-8	-5%	-1%	4%	2	1.1%	-6	-3	-4

The list is partial, so the mix of outcomes need not match the whole.
